S-ASM inh = Inhibitors of Secretory Acid Sphingomyelinase (S-ASM): qHTS | 0.006% of 340,000 active | AID 504937, 2011 | placental ASM, HMU-PC fluorogenic substrate, 60 min | Potency, µM (top dose mostly 57.5 µM), for inactives: at the top dose activity change, negative = inhibition, usual class: inhibitors; further: potency means the concentration at half of the fitted maximal effect
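Fluorescence read-out (Ex 386 nm, Em 447 nm) after stopping the reaction at pH 10. Enzyme: ASM from human placenta; substrate HMU-PC0, 9 uM final; 60 min, 37 °C. Compound preincubation 10 min, ambient temperature.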
AT treatment = qHTS Assay for Identifying a Potential Treatment of Ataxia-Telangiectasia | Potency, µM (top dose mostly 57.5 µM), for the others: top-dose activation, hits mostly activators | AID 485349, 2010 | 0.19% of 320,000 active | […] A-T fibroblasts, KAP-1 phosphorylation AlphaLISA; neocarzinostatin DNA damage 30 min before lysis; further: potency means the concentration at half of the fitted maximal effect; % of control where 0% means no effect; nearly all actives have a fitted effect of over 45% in size
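ATM-like activity read as KAP-1 phosphorylation via AlphaLISA donor/acceptor antibody pairs after lysis and 6 hr at 25C. Cells were ATM-null patient fibroblasts ([…], hTERT), dosed 60 min, then exposed to the DSB inducer NCS for 30 min.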
MLL CXXC-DNA inh = qHTS Fluorescence Polarization Assay for Inhibitors of MLL CXXC domain - DNA interaction. Histone-lysine N-methyltransferase 2A (Homo sapiens), Q03164. 0.037% of 290,000 active. Potency, µM (top dose mostly 115 µM), for the others: top-dose activity change, negative = inhibition, usual class: inhibitors. MLL-CXXC / FITC-HOXA9 DNA fluorescence polarization; active means well fitted inhibition curve with a large enough effect in the polarisation, with a control signal flat, not every such curve was filed as active; inconclusive means small, poorly fitted or top-dose-only effect, or effect the other way, or a change in a side signal; inactive means no such curve, though single readings can be large or run the other way; the % refers to the polarisation; further: potency means the concentration at half of the fitted maximal effect
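Purified MLL-CXXC (added from a 7 uM solution) was preincubated 5 min at ambient with pinned compounds in 50 mM Tris-HCl pH 7.5, 50 mM NaCl, 1 mM DTT, 0.05% BSA. Fluorescein-labeled HOX-A9 DNA (50 nM solution) followed, 30 min, then polarization read.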
TRPV1 ag = HTS Assay for Compounds that Act as Agonists of the Vanilloid Receptor 1 | TRPV1-expressing cells, Fluo-8 calcium influx, agonist mode | activation, % at 8.33 µM | 0.19% of 320,000 active | Transient receptor potential cation channel subfamily V member 1 (Homo sapiens), Q8NER1; in the data active means activation above about 80%; inconclusive means between about 30% and that limit; further: 0% is about no effect
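Fluo-8 calcium influx in TRPV1-expressing cells, kinetic read (ex 480/em 520 nm). Compound added and read 3 min for agonist activity, followed by capsaicin at EC20 final and 2 min further read for enhancement.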
KCNH2 3.1 block = qHTS for Inhibitors of KCHN2 3.1: Mutant qHTS; Potassium voltage-gated channel subfamily H member 2, brain isoform KCNH2 3.1 (human); U2OS KCNH2 3.1, thallium flux FluxOr; hits give low values; activity change, % (tested at about 1.8 µM); 0.95% of 340,000 active; AID 720553, 2013;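 active means maximum activity change below -70%; inconclusive means maximum activity change from -70% to -50%; inactive means maximum activity change above -50%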;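 further: thallium influx rate constant from kinetic fluorescence after stimulation buffer; on the % scale 0 is the no-effect control and ±100 the full control effect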
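Kinetic fluorescence (2 min after stimulation buffer) measures Tl+ influx through KCNH2 3.1 expressed by viral transduction in U2OS cells; the rate constant is normalized against DMSO controls serving as positive and negative references.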
GALK inhibitor = qHTS Assay for Inhibitors of Human Galactokinase (GALK); P51570; Purified GALK, Kinase-Glo residual ATP luminescence; Potency, µM (doses to about 57.5 µM), for the others: at the top dose activity change, negative = inhibition, most hits filed as inhibitors; 0.007% of 270,000 active; AID 1868, 2009; further: potency means the concentration at half of the fitted maximal effect; on the % scale 0 is the no-effect control and ±100 the full control effect
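Compounds were pin-transferred into ATP buffer (35 uM final), then GALK plus galactose (5 nM, 100 uM final) was added. After 1 h at room temperature, Kinase-Glo Plus was added and luminescence read after 10 min.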
MBNL1-CUG inh = qHTS Assay for Inhibitors of MBNL1-poly(CUG) RNA binding. TR-FRET MBNL1-His/biotin-(CUG)12 binding, 665/545 ratio. Potency, µM (highest dose often 57.5 µM), for the others: top-dose activity change, negative = inhibition, actives largely listed as inhibitors. 0.036% of 280,000 active. AID 2675, 2010; active means well fitted inhibition curve with a large enough effect in the signal ratio, with a control signal flat, not every such curve was filed as active; inconclusive means small, poorly fitted or top-dose-only effect, or effect the other way, or a change in a side signal; inactive means no such curve, though single readings can be large or run the other way; the % refers to the signal ratio; further: potency means the concentration at half of the fitted maximal effect; on the % scale 0 is the no-effect control and ±100 the full control effect
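TR-FRET readout: Ex 340 nm, 665/545 nm emission ratio, normalized to buffer-only (basal) and MBNL1-(CUG)12 controls. Complex of MBNL1-His with Biotin-(CUG)12, compounds 92 nM–58 uM, incubated 60 min at room temperature.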
Coupling enz = qHTS Assay for Inhibitors of Fructose-1,6-bisphosphate Aldolase from Giardia Lamblia: Coupling assay counterscreen | coupling enzyme system counterscreen, AmpLite Red fluorescence | activity change, negative = inhibition, % at 58.2 µM, hits read low | 0.67% of 290,000 active | AID 2472, 2010; in the data active means activity change below about -30%; further: on the % scale 0 is the no-effect control and ±100 the full control effect
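Counterscreen lacking aldolase: glyceraldehyde-3-phosphate coupling-enzyme reagent preincubated 10 min at RT with compound (at 57.5 uM final), then substrate/coupling system with AmpLite Red added; fluorescence read at 525/598 nm after 20 min RT.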
KCNH2 WT inh = qHTS for Inhibitors of KCHN2 3.1: Wildtype qHTS; Voltage-gated inwardly rectifying potassium channel KCNH2 (Homo sapiens), Q12809; U2OS, BacMam KCNH2, thallium flux FluxOr; hits give low values; activity change, % at 1.84 µM; 0.37% of 340,000 active;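 active means maximum activity change below -70%; inconclusive means maximum activity change between -70% and -50%; inactive means maximum activity change above -50%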; further: on the % scale 0 is the no-effect control and ±100 the full control effect
Target sequence (Q12809 whole entry, looked up): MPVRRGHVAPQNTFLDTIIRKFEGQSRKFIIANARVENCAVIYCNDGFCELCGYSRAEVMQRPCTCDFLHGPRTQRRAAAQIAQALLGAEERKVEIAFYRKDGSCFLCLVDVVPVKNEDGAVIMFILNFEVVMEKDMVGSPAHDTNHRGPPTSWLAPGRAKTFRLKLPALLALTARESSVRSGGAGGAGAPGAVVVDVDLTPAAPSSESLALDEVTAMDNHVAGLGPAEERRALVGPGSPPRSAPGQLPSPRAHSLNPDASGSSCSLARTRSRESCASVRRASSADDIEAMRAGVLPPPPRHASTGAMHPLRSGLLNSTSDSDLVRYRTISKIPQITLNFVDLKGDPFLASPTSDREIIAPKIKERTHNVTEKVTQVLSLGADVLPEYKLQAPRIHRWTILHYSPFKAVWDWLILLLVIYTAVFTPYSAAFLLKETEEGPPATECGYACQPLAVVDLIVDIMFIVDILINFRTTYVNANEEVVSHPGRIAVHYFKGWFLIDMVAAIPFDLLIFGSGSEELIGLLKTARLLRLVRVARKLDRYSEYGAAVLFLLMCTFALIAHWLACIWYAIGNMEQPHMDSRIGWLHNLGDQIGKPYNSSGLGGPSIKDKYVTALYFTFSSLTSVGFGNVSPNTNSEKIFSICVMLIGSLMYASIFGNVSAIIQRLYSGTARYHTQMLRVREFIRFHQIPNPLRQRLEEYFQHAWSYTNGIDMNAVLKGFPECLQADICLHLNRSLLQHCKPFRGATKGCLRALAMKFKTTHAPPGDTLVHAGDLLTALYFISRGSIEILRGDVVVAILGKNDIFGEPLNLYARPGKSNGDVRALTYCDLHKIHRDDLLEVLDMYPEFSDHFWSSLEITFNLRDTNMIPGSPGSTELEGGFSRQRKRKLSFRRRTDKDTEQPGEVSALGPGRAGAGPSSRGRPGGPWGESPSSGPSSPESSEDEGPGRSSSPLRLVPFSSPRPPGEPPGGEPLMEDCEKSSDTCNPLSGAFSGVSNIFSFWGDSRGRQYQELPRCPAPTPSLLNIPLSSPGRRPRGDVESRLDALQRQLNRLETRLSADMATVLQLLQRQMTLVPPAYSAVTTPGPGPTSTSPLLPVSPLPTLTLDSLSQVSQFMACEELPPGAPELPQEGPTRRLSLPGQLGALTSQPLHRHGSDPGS
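U2OS cells were transduced with wild-type KCNH2 virus (2.03 x 10^8 / mL) for 4 h at room temperature, then cultured overnight at 37 C. Thallium flux was read with FluxOr dye. Rate constants were normalized to DMSO controls.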
a7 integrin act = qHTS for Activators of Integrin-Mediated Alleviation for Muscular Dystrophy. alpha7betagal myoblasts, beta-gal FDG fluorescence, 48 h. Potency, µM (top dose mostly 38.3 µM), inactives show at the highest dose activation, hits mostly activators. 0.064% of 350,000 active. AID 624291, 2012;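 further: potency means the concentration at half of the fitted maximal effect; 100% = response of the positive control SU9516; nearly all actives have a fitted effect of over 60% in size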
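alpha7betagal+/- myoblasts (passage 13, 250/well) treated 48 h at 37C with compounds at 1:260 dilution of DMSO stock. Lysed, then beta-galactosidase activity read as FDG fluorescence (ex 480/em 540) after 30 min, with pre-read for autofluorescence.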
Numbers without * were called inactive; i = inactive; u = inconclusive; x = not tested or not shown; [ ] = dose if it differs, or a comment. Unless noted, the call rests on the fitted dose curve; in most records, active means well fitted curve in the direction sought with a large enough effect; inconclusive means small, poorly fitted or top-dose-only effect, or another doubt; inactive means no such curve, though single readings can be large; an effect the other way counts as inactive or inconclusive.

Values in the order: S-ASM inh	AT treatment	MLL CXXC-DNA inh	TRPV1 ag	KCNH2 3.1 block	GALK inhibitor	MBNL1-CUG inh	Coupling enz	KCNH2 WT inh	a7 integrin act
> Cc1oc(C(=O)Nc2ccc(C(=O)O)cc2)cc1COc1ccccc1
    -1%	-1%	12%	0	10	0%	1%	8	-4	-7%
> COc1ccccc1/C=C1/C(=O)N(c2ccccc2)N=C1C
    -5%	7%	-19%	1	32	2%	-9%	1	-18	20%
> Cc1cc(C)c(C#N)c(OCC(=O)Nc2ccccc2)n1
    -1%	-1%	17%	0	-5	0%	-4%	0	-28	-14%
> Cc1ccccc1CCN1CCCC(CN(C)C(=O)c2ccc3ncccc3c2)C1 (configuration not stated)
    1%	7%	-7%	2	10	0%	-2%	2	12	-42%
> CCOC(=O)C1(Cc2ccccc2Cl)CCN(C(=O)c2cc(C)on2)CC1
    -4%	-2%	-7%	u	4	3%	-2%	1	0	35%
> CC1(C)CC(NCc2ccc3c(c2)OCO3)CCO1 (configuration not stated)
    0%	4%	4%	-2	20	-4%	-13%	-1	2	-1%
> COc1ccc(/C=C/C(=O)N(C)C2CCS(=O)(=O)C2)cc1 (configuration not stated)
    -1%	1%	x	0	-10	x	x	x	1	-9%
> CN(C)C(=O)c1ccc(Nc2nnc(-c3ccc(O)cc3)c3ccccc23)cc1
    20%	-1%	47%[activator]	0	-17	-1%	u	2	-5	19%
> COc1ccc(C=NC(CO)C(O)c2ccc([N+](=O)[O-])cc2)cc1 (configuration not stated)
    1%	u	-10%	x	-19	-1%	u	x	5	15%
> Cc1c(NS(=O)(=O)c2ccc3c(c2)Cc2ccccc2-3)c(=O)n(-c2ccccc2)n1C
    -10%	2%	5%	-1	-4	0%	-5%	3	-5	6%
> O=C(Nc1ccccc1N1CCOCC1)c1ccccc1[N+](=O)[O-]
    0%	5%	4%	-3	-4	-3%	u	-7	10	3%
> c1cncc(CNc2cccc(-c3nc4ccccc4[nH]3)c2)c1
    6%	-6%	13%	5	6	-3%	-8%	-2	0	-4%
> O=C(Nc1nc(-c2ccc(Br)cc2)cs1)c1cccnc1
    1%	2%	1%	-1	-11	-1%	0%	-1	0	-13%
> Cc1cc(C(=O)N2CCN(S(C)(=O)=O)CC2)sc1-c1ccccc1
    -2%	5%	3%	12	19	2%	-10%	1	-6	27%
> COc1ccc(Cl)cc1C(=O)Nc1ccc(NC(=O)C(C)C)cc1
    2%	-1%	5%	-1	5	-1%	3%	0	-1	23%
> CCN(C(=O)COC(=O)c1sccc1C)c1c(N)n(Cc2ccccc2)c(=O)[nH]c1=O
    3%	2%	x	-2	-33	x	x	x	-13	-18%
> COc1ccc(N2CCN(C(=O)CN3C(=O)C4CC=CCC4C3=O)CC2)cc1 (configuration not stated)
    2%	6%	-8%	3	-2	-1%	5%	3	-1	8%
> CCCCN(CC)CCCNC(=O)c1cc2cc3ccc(C)cc3nc2o1
    -1%	11%	2%	11	17	-1%	u	0	7	-40%
> Cc1csc(SC(C)C(=O)Nc2ccc(S(=O)(=O)N3CCCC3)cc2)n1 (configuration not stated)
    3%	-3%	2%	28	22	-4%	8%	4	0	-2%
> CCOc1ccccc1OCCCC(=O)Nc1ccc(OC)nc1
    4%	-9%	-12%	u	-9	2%	-8%	-32*	-9	13%
> CC[C@@]12C(=O)N(c3ccc(C)cc3)C(=O)N1[C@H](c1cccc(C)c1)[C@@H]1C(=O)N(Cc3ccccc3)C(=O)[C@@H]12
    -6%	4%	x	-4	3	x	x	x	-4	7%
> C/C(=N\NC(=O)c1ccc(Br)o1)c1cc2c(cc1NC(=O)CCC(=O)O)OCO2
    3%	9%	3%	-2	6	0%	5%	x	7	0%
> COc1cc(C(=S)N2CCOCC2)cc(OC)c1OC(=O)c1cc([N+](=O)[O-])cc([N+](=O)[O-])c1
    -7%	1%	0%	-4	3	-3%	u	-5	4	-7%
> COc1ccc(CCc2nnc(N)s2)cc1OC
    5%	0%	6%	-1	19	-7%	-5%	3	7	3%
> C/C(=N\O)c1ccc2c(c1)CC(C)O2 (configuration not stated)
    4%	1%	0%	1	27	0%	x	-1	2	u
> Cc1ccn2c(/C=N/OCc3ccc(F)cc3)c(-c3ccc(Cl)cc3)nc2c1
    -3%	6%	-6%	14	-16	2%	-5%	1	15	2%
> COc1ccc(CCNC(=O)c2cc3c(=O)n4ccccc4nc3n(Cc3ccco3)c2=N)cc1OC
    3%	0%	40%[activator]	0	-7	2%	u	x	7	0%
> CC1CCCC(N2C(=O)NC(NC(=O)c3ccco3)(C(F)(F)F)C2=O)C1C (configuration not stated)
    -2%	2%	5%	13	30	-3%	1%	0	-14	26%
> COC(=O)C1=C(C)N(C)C(=O)NC1c1ccc(C)cc1 (configuration not stated)
    3%	5%	-1%	1	2	8%	-11%	6	-12	1%
> COc1ccc(C)cc1S(=O)(=O)NCC(c1ccc2c(c1)OCO2)N1CCN(C)CC1 (configuration not stated)
    3%	14%	x	-8	-3	x	x	x	33	14%
> N#CCC(=O)Nc1ccc(C(=O)NCCC(c2ccccc2)c2ccccc2)cc1
    -4%	-1%	27%	-2	1	5%	-3%	0	2	8%
> CCOC(=O)C1=C(C)OC(N)=C(C(=O)OCC)C1c1ccncc1 (configuration not stated)
    3%	8%	-14%	-2	2	5%	3%	6	-1	-10%
> O=C(c1cc(-c2ccc(Cl)c(Cl)c2)on1)N1CCOCC1
    2%	-6%	-3%	80*	9	-1%	-2%	0	-4	4%
> Clc1ccccc1OCCn1cnc2ccccc21
    -4%	-1%	-8%	8	-5	0%	-9%	1	58	-1%
> CCCn1c(SCC(=O)N2CCc3ccccc32)n[nH]c1=O
    3%	0%	x	x	16	x	x	x	-10	-12%
> CCOC(=O)CSc1c(-c2ccc(Cl)cc2)[nH]c2ccccc12
    -8%	2%	11%	u	-14	0%	-6%	-11	x	-62%[inhibitor]
> Cc1ccc(NC(=O)c2sccc2-n2cccc2)c(Cl)c1
    -6%	12%	-1%	9	5	-1%	5%	-9	8	-5%
> Cc1ccc(S(=O)(=O)N2CCN(CC(=O)Nc3ccc4c(c3)CCC4)CC2)cc1C
    -5%	-5%	-13%	1	-2	0%	0%	0	-9	15%
> COc1cccc(Cn2c(Oc3cccc(C)c3)nc3c2c(=O)n(C)c(=O)n3C)c1
    -13%	5%	-2%	4	31	-1%	-2%	0	4	0%
> CC(Sc1nnc(-c2cccnc2)n1C)C(=O)N1CCOCC1 (configuration not stated)
    0%	-2%	x	0	2	x	x	x	0	21%
> COc1ccc(CCNC(=O)c2nn(C)c3c2CS(=O)(=O)c2ccccc2-3)cc1OC
    i	2%	47%	-2	-14	-1%	-6%	1	3	4.5µM*
> O=C(O)COc1ccc(Br)cc1/C=C1/SC(=O)N(CC(=O)N2CCCC2)C1=O
    31%[activator]	0%	9%	5	20	-4%	u	-1	4	2%
> Cc1c(Cc2ccccc2)c(=O)oc2c(CN(C)C)c(O)c(Cl)cc12
    i	36%	4%	-2	4	-3%	u	0	-9	-36%
> COc1ccc(NC(=O)COC(=O)Cc2c(F)cccc2Cl)cc1
    4%	-2%	-3%	2	19	1%	2%	-3	8	-4%
> O=C(CN1C(=O)/C(=C/c2ccccc2F)Sc2ccccc21)N1CCN(c2ccccn2)CC1
    0%	-4%	u	5	12	0%	6%	-1	-8	-1%
> COc1ccc(NC(=O)c2cccc(S(=O)(=O)NCc3ccco3)c2)c(OC)c1
    -2%	-1%	x	0	51	x	x	x	1	u
> CCOc1cc(S(=O)(=O)NCc2cccs2)ccc1Cl
    -4%	14%	-4%	12	-4	0%	-10%	5	-6	-4%
> O=C(NN=c1c(=O)c2ccccc2c1=O)c1ccccc1
    -6%	0%	u	6	32	-1%	u	-43*	5	-14%
